Bfl-1 Bim block = human Bim-Bfl-1 interaction inhibition; Bead-based flow cytometry, Bim-Bfl-1 binding inhibition; inhibition, % at 10 µM; 0.12% of 190,000 active;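 note: 0% = wells without compound plus tracer and 100% = blocker peptide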
Bim-Bcl-XL = human Bim-Bcl-XL interaction inhibition. Q07817. Bim peptide-Bcl-XL binding, bead flow cytometry, fluorescence. inhibition, % at 10 µM. 0.04% of 190,000 active. AID 1007
Target sequence (Q07817 whole entry, looked up): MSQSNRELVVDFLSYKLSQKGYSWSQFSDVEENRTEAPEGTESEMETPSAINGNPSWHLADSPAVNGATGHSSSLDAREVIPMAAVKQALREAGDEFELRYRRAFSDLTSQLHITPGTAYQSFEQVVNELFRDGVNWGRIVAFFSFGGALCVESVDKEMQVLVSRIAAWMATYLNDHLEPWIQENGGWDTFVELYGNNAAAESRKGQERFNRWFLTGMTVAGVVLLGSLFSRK
Bim-Bcl-B = inhibitors of Bim-Bcl-B interaction, human | inhibition, % at 10 µM | AID 951 | bead-based flow cytometry, Bim peptide-Bcl-B binding | Q9HD36 | 0.073% of 190,000 active;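 note: 0% = tracer peptide without compound and 100% = reference inhibitor peptide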
Rac1 mut GTP = modulators of GTP binding to human Rac1 activated mutant; P63000; GST-Rac1 activated beads, fluorescent GTP binding, flow cytometry; actives lie on both sides; 100% means binding = to untreated wells; percent activity (GTP binding), % at 10 µM; 0.11% of 190,000 active; AID 764;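 active = GTP binding at least 20 percentage points away from the 100% baseline, in either direction, so actives lie on both sides; inconclusive = Compound likely fluorescent itself, or too few beads counted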
Bim-Bcl-2 = human Bim-Bcl-2 interaction inhibition; P10415; Bead-based flow cytometry, Bim peptide-Bcl-2 binding; inhibition, % at 10 µM; 0.06% of 190,000 active; in the data active = inhibition above about 40%; inconclusive = no clear call, values can overlap the other calls;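 note: 0% = no compound wells with probe peptide and 100% = reference peptide inhibitor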
Target sequence (P10415 whole entry, looked up): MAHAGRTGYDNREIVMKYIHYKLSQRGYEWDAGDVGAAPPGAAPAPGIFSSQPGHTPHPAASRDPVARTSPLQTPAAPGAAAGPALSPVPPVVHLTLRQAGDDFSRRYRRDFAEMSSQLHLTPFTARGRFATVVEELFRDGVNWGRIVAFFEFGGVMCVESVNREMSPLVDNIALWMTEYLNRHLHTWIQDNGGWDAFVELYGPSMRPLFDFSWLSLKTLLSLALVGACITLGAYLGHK
Rab2A wt mod = changes GTP binding to wildtype dog Rab2A, up or down; 0.19% of 190,000 active; GST-Rab2 wt beads, Bodipy-GTP binding, flow cytometry; GTP binding activity, % at 10 µM; P61105;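 active = GTP binding activity at least 20 points away from 100%, either lowered or raised; inconclusive = signal likely due to the compound's own green fluorescence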;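 note: 0% = beads with excess unlabeled GTP and 100% = no-compound control corrected for plate trend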
HRas wt GTP bind = human HRas wildtype GTP binding, change in either direction; GTP binding activity, % at 10 µM; AID 759; GST-Ras wt beads, Bodipy-FL-GTP binding, flow cytometry; actives lie on both sides; 0.14% of 190,000 active;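 active = GTP binding activity at least 20% away from the 100% baseline, either lowered as inhibitor or raised as activator; inconclusive = flagged as likely green fluorescent, judged across all proteins in the well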;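 note: 0% = unlabeled GTP competition control and 100% = no-compound control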
Target sequence (P01112 whole entry, looked up): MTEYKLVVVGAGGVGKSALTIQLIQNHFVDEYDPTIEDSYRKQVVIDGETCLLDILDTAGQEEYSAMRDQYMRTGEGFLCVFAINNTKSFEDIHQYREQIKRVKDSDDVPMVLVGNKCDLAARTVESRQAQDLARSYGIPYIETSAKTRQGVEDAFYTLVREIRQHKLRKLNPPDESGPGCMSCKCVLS
Bim-Bcl-W = inhibitors of Bim-Bcl-W interaction, human. AID 952. 0.02% of 190,000 active. Q92843. bead-based flow cytometry, Bim peptide-Bcl-W binding. inhibition, % at 10 µM;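 note: 0% = bound tracer without compound and 100% = peptide blocker; higher means less fluorescent Bim peptide bound to Bcl-W beads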
Rac1 wt modul = human Rac1 wildtype GTP binding, inhibitors and activators; P63000; GST-Rac1 beads, fluorescent GTP binding, flow cytometry; actives lie on both sides; 0 = cold GTP competed, 100 = untreated; GTP binding activity (% of control), % at 10 µM; 0.27% of 190,000 active;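 active = GTP binding activity at least 20 points away from the 100% control level, either lower or higher; inconclusive = compound flagged as likely green fluorescent, judged across all proteins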
Cdc42 wt GTP = changes GTP binding to wildtype human Cdc42 | P60953 | GST-Cdc42 beads, Bodipy-GTP binding, flow cytometry; actives lie on both sides | percent activity (GTP binding), % at 10 µM | 0.2% of 190,000 active;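 active = percent activity GTP binding at least 20 points away from the 100% baseline, either down as inhibitor or up as activator; inconclusive = compound flagged as likely green fluorescent from well-wide comparison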;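 note: median bead fluorescence of bound Bodipy-FL-GTP at 100 nM; 0% = excess unlabeled GTP control and 100% = no compound control; below 100% means less GTP binding so inhibitor and above means activator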
Target sequence (P60953 whole entry, looked up): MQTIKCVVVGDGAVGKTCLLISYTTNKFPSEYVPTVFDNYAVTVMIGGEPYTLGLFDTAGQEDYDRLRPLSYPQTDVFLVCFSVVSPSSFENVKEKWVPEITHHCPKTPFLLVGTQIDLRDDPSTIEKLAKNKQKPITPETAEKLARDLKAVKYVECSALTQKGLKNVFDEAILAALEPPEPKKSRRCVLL
Rab7 wt GTP bind = alters GTP binding to wildtype dog Rab7 | GST-Rab7 beads, fluorescent GTP binding, flow cytometry; actives lie on both sides; untreated = 100%, excess cold GTP = 0% | 0.055% of 190,000 active | AID 758 | GTP binding activity (percent of control), % at 10 µM;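 active = fluorescent GTP binding to Rab7 beads changed by at least 20 points from the 100% baseline, either direction, mostly lower; inconclusive = compound itself probably fluorescent, or too few beads counted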;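 note: median green fluorescence of bound Bodipy-FL-GTP per Rab7 bead population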
* marks the source's active call; other numbers are inactive results; ? = inconclusive. Cut-off read from the data, not from the text of the source, unless noted: active = inhibition above about 40%.

SMILES,Bfl-1 Bim block,Bim-Bcl-XL,Bim-Bcl-B,Rac1 mut GTP,Bim-Bcl-2,Rab2A wt mod,HRas wt GTP bind,Bim-Bcl-W,Rac1 wt modul,Cdc42 wt GTP,Rab7 wt GTP bind
COc1cc(OC)cc(-n2nc(C(=O)N3CC(C)CC(C)C3)c3ccccc3c2=O)c1 (stereo not given),-2,-2,0,100,-2,102,102,-3,103,102,97
O=C(Cc1cccs1)N/N=C/C=C\c1ccccc1[N+](=O)[O-],-2,-4,-2,97,0,97,96,1,100,98,96
O=C(COC(=O)/C=C/c1ccccc1)NCc1ccccc1Cl,-5,-2,0,95,-3,99,102,1,98,95,106
COc1cccc(C(=O)N/N=C2\SCC(=O)N2Cc2ccc3c(c2)OCO3)c1,-16,-20,-9,91,-10,93,94,0,91,95,93
Cc1nc(CN2CCOCC2)cc(=O)[nH]1,-8,-14,-12,103,-6,107,108,4,108,108,102
CCOC(=O)C1CCN(C(=O)CN(c2cccc(OC)c2)S(=O)(=O)c2ccccc2)CC1,-13,-7,-9,103,-9,101,101,-4,104,98,103
CCOC(=O)C1CCN(CCC(=O)Nc2ccccc2)CC1,-1,-9,-5,101,4,99,100,-2,105,101,101
NNc1nc2cccnc2n(CCNc2ncc(C(F)(F)F)cc2Cl)c1=O,-7,-4,-5,97,0,96,96,-6,98,97,95
CCc1ccc(S(=O)(=O)NC(CC(=O)O)c2ccccc2)cc1 (stereo not given),-25,-11,-10,97,-12,100,99,-5,104,101,95
Nc1nc2c([N+](=O)[O-])cccc2s1,-5,0,0,93,-4,99,98,0,105,97,101
CCCNC(=O)c1c(N)n(-c2ccc3c(c2)OCO3)c2nc3ccccc3nc12,0,2,1,100,0,104,106,2,106,107,107
O=C(Nc1ccc(N2CCOCC2)c(Cl)c1)c1cc(F)c(F)cc1Cl,-8,-5,-7,99,-6,102,102,0,105,103,100
COc1ccc2cc3cc(C(=O)NCc4cccs4)oc3nc2c1,0,-2,-21,100,-5,100,98,-11,100,100,101
Fc1ccc(-n2cc(-c3ccccc3)c3c(NN4CCOCC4)ncnc32)cc1,-1,0,0,100,-5,100,101,0,100,98,96
Cn1c(=O)c2c(SCc3ccccn3)nc(C3CC3)nc2n(C)c1=O,-9,-3,-11,99,-7,103,102,-1,105,102,102
O=C(/C=C/NNC(=O)c1ccccc1)c1ccc(Br)cc1,-14,-6,-7,97,-7,100,100,0,105,97,101
COc1ccccc1NC(=O)C(C)Sc1nnnn1C (stereo not given),-4,-7,-5,99,-2,102,102,-2,103,99,101
Cc1ccc2cccc(NC(=S)NC(=O)c3ccn(C)n3)c2n1,6,-5,-4,97,7,96,98,-2,103,99,98
CN(C)c1ccc(-c2ccccc2)nn1,-5,1,-4,100,-7,100,100,6,103,102,100
CC(C)(C)C1CCc2c(sc(NC(=O)c3cc(C4CC4)on3)c2C#N)C1 (stereo not given),-8,-3,-8,94,-5,94,93,0,98,95,96
Cc1c(NC(=O)c2cc(C3CC3)on2)c(=O)n(-c2ccccc2)n1C,-8,-3,-7,98,-6,101,99,0,102,100,96
CN1OC(CC(=O)O)N(c2ccc(Cl)cc2)C1=O (stereo not given),-10,-1,-5,?,-7,?,?,2,?,?,?
COc1ccc(CCNC(=O)C(C)SCc2ccccc2)cc1 (stereo not given),-5,-2,-4,96,-3,97,98,0,96,94,102
CSc1nnc(C)c(=O)n1COC(=O)COc1ccccc1F,-3,0,-1,96,-1,94,95,0,102,95,96
NNc1nc2sc3c(c2c(=O)[nH]1)CCc1ccccc1-3,-16,-7,-8,98,-9,95,96,-1,102,100,97
N=C1C(c2nc3ccccc3s2)=C(O)CN1C1CCCCC1,-6,-5,-9,93,-5,94,96,-3,97,92,99
CCS(=O)(=O)N1CCC(C(=O)NCCCN2CCCCCC2)CC1,-18,-4,-8,101,-8,99,100,0,107,102,100
Cn1c(CC(=O)Nc2ccccc2)nnc1SCCOc1ccccc1,-2,0,-1,95,-3,94,96,-2,94,94,96
CCOC(=O)C1CCCN(Cc2ccccc2OCC)C1 (stereo not given),-2,0,-5,98,-1,100,102,-5,100,101,101
COc1cc(C#CC#CCN2CCCCC2)ccc1O,2,-2,-3,101,-2,99,100,0,101,102,96
O=C(Cc1c(F)cccc1Cl)N(Cc1ccccc1)c1ccccn1,-7,-6,-6,92,-2,95,97,-1,95,94,101
Cc1cc(C(=O)OCC(=O)NCCC(C)C)c2ccccc2n1,-3,-1,-2,94,-2,95,99,-2,98,96,97
Cc1ccc2c3c1C(=O)C(=O)N3C(C)(C)CC2C (stereo not given),-2,-2,-1,98,-4,100,102,0,102,103,99
CC(C)CCNC(=O)c1cc([N+](=O)[O-])ccc1N1CCOCC1,-11,-4,-6,100,-8,96,97,-5,103,103,100
COc1ccccc1NC(=O)N(Cc1ccco1)Cc1cc2ccc(C)c(C)c2[nH]c1=O,-5,-1,-1,99,-2,101,102,1,102,102,102
CCOC(=O)c1c(NC(=O)COC(=O)CCS(=O)(=O)c2ccc(C)cc2)sc(C)c1C,-2,-7,-5,99,-4,101,99,-4,104,103,98
CCOC(=O)NCc1ccc(S(=O)(=O)Nc2c(C)cccc2C)cc1,-8,-1,-4,100,-9,101,102,0,106,102,99
O=C(CCc1[nH]c2ccccc2c1Sc1ccccc1)N(CCO)CCO,-8,-8,-5,100,-6,100,98,-5,104,101,98
COc1ccc(NC(=O)Cc2c(Sc3ccccc3)c3ccccc3n2C)cc1,-22,-1,-2,99,-19,99,99,0,106,101,99
COc1cc(-c2[nH]ncc2CN(C)Cc2nonc2C)cc(OC)c1OC,-9,-6,-2,96,-6,98,99,-6,99,95,105

An excerpt taken from the entries so far:
SMILES,Bfl-1 Bim block,Bim-Bcl-XL,Bim-Bcl-B,Rac1 mut GTP,Bim-Bcl-2,Rab2A wt mod,HRas wt GTP bind,Bim-Bcl-W,Rac1 wt modul,Cdc42 wt GTP,Rab7 wt GTP bind
COc1ccc(NC(=O)Cc2c(Sc3ccccc3)c3ccccc3n2C)cc1,-22,-1,-2,99,-19,99,99,0,106,101,99
COc1cc(-c2[nH]ncc2CN(C)Cc2nonc2C)cc(OC)c1OC,-9,-6,-2,96,-6,98,99,-6,99,95,105

Other results
Values in the order: Bfl-1 Bim block	Bim-Bcl-XL	Bim-Bcl-B	Rac1 mut GTP	Bim-Bcl-2	Rab2A wt mod	HRas wt GTP bind	Bim-Bcl-W	Rac1 wt modul	Cdc42 wt GTP	Rab7 wt GTP bind
- Cc1cccnc1N(C(=O)Nc1ccccc1)C1=NCC(C)(C)S1
  -15	-8	-8	97	-8	100	98	1	99	97	100
- O=C(NC(=S)N1CCN(C(c2ccccc2)c2ccccc2)CC1)c1ccc(S(=O)(=O)N2CCOCC2)cc1
  -3	-8	-16	98	-4	101	101	-8	111	106	99
- Cc1cc(C)nc(SCc2nnc(SCC(=O)N3CCOCC3)o2)n1
  -9	6	-8	94	-7	94	95	-2	97	97	93
- CCC1(CC)Cc2ccccc2-c2nc3ccccc3c(=O)n21
  -2	-1	-1	95	-3	96	95	0	97	96	98
- CC1=C(C(=O)OCc2ccccc2)C(c2ccoc2)C(C#N)=C(N)O1 (stereo not given)
  -9	-6	-3	93	-6	96	97	2	94	95	96
- O=C(Oc1ccc(OC(=O)N2CCOCC2)cc1)c1ccccc1
  0	-1	0	96	0	102	103	0	101	100	104
- CCOC(=O)CNC(=O)C(Cc1ccccc1)NC(=O)OCc1ccccc1 (stereo not given)
  -2	-1	-3	98	0	98	100	0	102	98	102
- CCOC(=O)c1cnn(C(=O)c2ccccc2)c1N
  -3	-5	-9	99	-1	97	101	-2	103	102	98
- Cc1cc(C)cc(NC(=S)N(CCCN2CCN(C)CC2)Cc2cccs2)c1
  -1	-2	0	95	0	97	97	0	97	95	102
- COc1ccc(-n2c(=O)c3ccccc3n(CC(=O)NC3CCCCC3)c2=O)cc1OC
  -2	-2	-10	97	-5	99	99	0	100	100	102
- Cc1nnc(NC(=O)CCNC(=O)c2ccccc2Cl)s1
  -5	-5	-3	91	-1	94	96	-4	95	92	96
- COc1ccc(C(C(=O)OCCN(C)C)c2ccccc2)cc1 (stereo not given)
  -1	0	0	100	2	101	102	0	107	109	103
- CCOc1ccccc1N1CCN(C(=O)c2ccncc2)CC1
  -1	-3	-1	100	-1	100	100	-1	102	104	99
- Cn1cc(Br)cc2nc(C(F)(F)F)nc1-2
  -14	-1	-6	101	-11	103	104	0	105	107	99
- Cc1ccc(OCCCc2c(C)n[nH]c2C)cc1
  12	6	9	94	4	95	96	2	98	99	93
- Cn1c(SCC(=O)Nc2ccccc2F)nnc1-c1ccc(S(=O)(=O)N2CCOCC2)cc1
  2	7	0	96	1	96	97	0	97	99	95
- O=C(Nc1nccs1)c1ccccn1
  -5	-3	4	97	-1	98	98	0	96	94	101

Reformatted with the structure last: 5 of the compounds above
Bfl-1 Bim block | Bim-Bcl-XL | Bim-Bcl-B | Rac1 mut GTP | Bim-Bcl-2 | Rab2A wt mod | HRas wt GTP bind | Bim-Bcl-W | Rac1 wt modul | Cdc42 wt GTP | Rab7 wt GTP bind | Structure
0 | -1 | 0 | 96 | 0 | 102 | 103 | 0 | 101 | 100 | 104 | O=C(Oc1ccc(OC(=O)N2CCOCC2)cc1)c1ccccc1
-2 | -1 | -3 | 98 | 0 | 98 | 100 | 0 | 102 | 98 | 102 | CCOC(=O)CNC(=O)C(Cc1ccccc1)NC(=O)OCc1ccccc1 (stereo not given)
-3 | -5 | -9 | 99 | -1 | 97 | 101 | -2 | 103 | 102 | 98 | CCOC(=O)c1cnn(C(=O)c2ccccc2)c1N
-1 | -2 | 0 | 95 | 0 | 97 | 97 | 0 | 97 | 95 | 102 | Cc1cc(C)cc(NC(=S)N(CCCN2CCN(C)CC2)Cc2cccs2)c1
-2 | -2 | -10 | 97 | -5 | 99 | 99 | 0 | 100 | 100 | 102 | COc1ccc(-n2c(=O)c3ccccc3n(CC(=O)NC3CCCCC3)c2=O)cc1OC
